# All columns: NCI-60 one-dose screen, growth in % after 48 h at 10 µM unless noted; 100 = growth as untreated, 0 = no growth, -100 = all killed.
# CCRF-CEM = CCRF-CEM leukemia. AID 1794778. 77,000 compounds, 7% hits
# HOP-92 = HOP-92 NSCLC cells; 71,000 compounds, 6.3% hits; AID 1794738
# EKVX = EKVX NSCLC | 71,000 compounds, 3% hits
# UACC-62 = UACC-62 melanoma. 81,000 compounds, 5.4% hits
# RPMI-8226 = RPMI-8226 leukemia cells | 77,000 compounds, 7.5% hits
# M14 = M14 melanoma. AID 1794745. 80,000 compounds, 6.2% hits
# HOP-62 = HOP-62 NSCLC; 80,000 compounds, 3.9% hits
# A549/ATCC = A549/ATCC NSCLC; 81,000 compounds, 3.7% hits
# Starred values were filed as active, the others as inactive; x = no result given; & = joins results of further samples; [ ] = another dose, or the depositor's remark. The calls were made as follows: active = growth percent below 10; inactive = the rest.
# Key to letters: A = CCRF-CEM; B = HOP-92; C = EKVX; D = UACC-62; E = RPMI-8226; F = M14; G = HOP-62; H = A549/ATCC
CS(=O)(=O)Nc1ccc(C(=O)NC(C(=O)NO)c2ccc(C3CCCCC3)cc2)cc1 (configuration not stated)
  A: 66	B: 99	C: 99	D: 89	E: 83	F: 103	G: 90	H: 100

Nc1ccc(Br)c(C(F)(F)F)c1
  A: 106	B: 93	C: 107	D: 104	E: 111	F: 97	G: 108	H: 104

COc1cc2c(/C=C3\C(=O)Nc4ccccc43)c(C(=O)O)[nH]c2cc1C
  A: 89	B: 64	C: 89	D: 84	E: 87	F: 105	G: 92	H: 106

Cn1cc(-c2cc3nc(-c4cn(C)c5ncc(Br)cc45)cc(N)n3n2)c2cc(F)ccc21
  A: 5.3*	B: -18*	C: 49	D: -7.3*	E: 33	F: 7.2*	G: 15	H: 0.6*

C#CCNC(=O)c1ccc2ccc3ccc(C(=O)NCC#C)nc3c2n1
  A: 88	B: 115	C: 97	D: 99	E: 94	F: 99	G: 89	H: 88

CCOC(=O)/C(C#N)=C1/SC=C(N)N1c1ccccc1
  A: 99	B: 84	C: 115	D: 96	E: 101	F: 105	G: 100	H: 97

COc1cc2oc(-c3cccc(NC(=O)Nc4ccccc4Br)c3)cc(=O)c2c(OC)c1OC
  A: x	B: 93	C: 104	D: 93	E: 63	F: 100	G: 90	H: 87

CCCCCCCCn1ccc2cc(NC(=O)Cn3cc(-c4ccc(F)cc4)nn3)ccc21
  A: 16	B: 106	C: 97	D: 76	E: 95	F: 98	G: 98	H: 97

O=C(Oc1ccc([N+](=O)[O-])cc1)c1ccc(CBr)cc1
  A: 69	B: 89	C: 103	D: 82	E: 82	F: 105	G: 139	H: 98

COc1ccc(NC(=O)CSc2nc3ccccc3c(=O)n2-c2ccccc2C(F)(F)F)c(OC)c1OC
  A: 101	B: 77	C: x	D: 88	E: 93	F: 97	G: 78	H: 98

N#Cc1c(-c2ccc(Cl)cc2)c(C#N)c(=O)n(Cc2nc3ccccc3[nH]2)c1N
  A: 95	B: 52	C: 95	D: 86	E: 92	F: 99	G: 102	H: 99

COC(=O)c1cc2oc(/C=C3/SC(=S)N(N)C3=O)cc2n1Cc1ccccc1
  A: 6.8*	B: -69*	C: 56	D: 51	E: -4.5*	F: x	G: x	H: 53

N#Cc1nc(-c2ccc(Cl)cc2)oc1S(=O)(=O)N1CCN(c2ccc(F)cc2)CC1
  A: 3.8*	B: 99	C: 111	D: 100	E: 88	F: 95	G: 96	H: 99

COc1ccc(-c2nc(-c3nc4cc(Cl)c(Cl)cc4[nH]3)c3ccccn23)cc1
  A: 79	B: x	C: x	D: 89	E: 50	F: 70	G: -12*	H: 17

CC(O)CN1CCNCC1 (configuration not stated)
  A: 108	B: 97	C: 106	D: 104	E: 105	F: 106	G: 109	H: 112

N#CSCc1c(Cl)cccc1Cl
  A: 44	B: 54	C: 103	D: 89	E: 48	F: 9.9*	G: 79	H: 98

C#C[C@]1(O)CC[C@H]2[C@@H]3CC=C4c5sc(Nc6cccc(Cl)n6)nc5CC[C@]4(C)[C@H]3CC[C@@]21C
  A: 5.1*	B: -5.6*	C: 1.9*	D: -14*	E: -23*	F: -23*	G: -8.4*	H: 19

CC(C)C[C@@H](CO)N(Cc1ccccc1)S(=O)(=O)N(Cc1ccccc1)[C@@H](CO)CC(C)C
  A: 123[1 µM]	B: 82[1 µM]	C: 112[1 µM]	D: 100[1 µM]	E: 114[1 µM]	F: 96[1 µM]	G: 98[1 µM]	H: 82[1 µM]

O=C(OCCNC1CCCCC1)c1ccc([N+](=O)[O-])cc1
  A: 89	B: x	C: x	D: 95	E: 99	F: 103	G: 105	H: 95

CC[C@H](C)OC(=O)c1nn(C(C)=O)c2ccccc12
  A: 113	B: 116	C: 95	D: 95	E: 117	F: 114	G: 110	H: 101

CC1=C2[C@@H](CC1)[C@]1(C)O[C@@](C(C)C)(C[C@H]1O)[C@H]2OC(=O)/C=C/c1ccccc1
  A: 106	B: 96	C: 89	D: 87	E: 100	F: 104	G: 96	H: 83

CCC(C)C1NC(=O)C(NC(=O)c2c3nc4c(C(=O)NC5C(=O)NC(C(C)CC)C(=O)N6CCCC6C(=O)N(C)CC(=O)N(C)C(C(C)C)C(=O)OC5C)ccc(C)c4oc-3c(C)c(=O)c2N)C(C)OC(=O)C(C(C)C)N(C)C(=O)CN(C)C(=O)C2CCCN2C1=O (configuration not stated)
  A: -6.0*	B: -17*	C: 8.2*	D: -68*	E: -19*	F: -96*	G: -44*	H: -15*

C=CCN1C=CC(=O)[C@H](O)[C@@H]1/C=C/c1ccccc1
  A: 115[100 µM]	B: 84[100 µM]	C: 88[100 µM]	D: 87[100 µM]	E: 100[100 µM]	F: 110[100 µM]	G: 88[100 µM]	H: 102[100 µM]

O=C(Cn1c(-c2ccc([N+](=O)[O-])cc2)nc2ccccc21)NNC(=O)c1cccnc1
  A: 76	B: 38	C: 73	D: 66	E: 78	F: 91	G: 95	H: 91

C#Cc1ccc(-n2c(/C=C/c3ccc(C(F)(F)F)cc3)nc3ncccc3c2=O)cc1
  A: 3.2*	B: x	C: x	D: 17	E: -9.9*	F: 11	G: 38	H: 24

N#Cc1cc(-c2ccnc(Nc3ccc(N4CCN(C5COC5)CC4)cc3)n2)ccc1N1CCCC1
  A: 43	B: 52	C: 91	D: 87	E: 37	F: 72	G: 64	H: 67

CS(=O)(=O)Nc1cc(-c2ccc3ncnc(Nc4ccc5c(cnn5Cc5cccnc5)c4)c3c2)cnc1Cl
  A: 33	B: -10*	C: 68	D: 26	E: 55	F: 41	G: 51	H: 84

CCOc1ccc2nc(NC(=O)c3ccc(C(F)(F)F)cc3)sc2c1
  A: 92	B: 139	C: 102	D: 99	E: 100	F: 107	G: 118	H: 101

Cc1[nH]c(C(=O)Nc2ccccc2OC2CCNC2)c(Cl)c1Cl (configuration not stated)
  A: 59	B: 73	C: 70	D: 68	E: 79	F: 99	G: 79	H: 101

CC1CC(=O)Nc2ccccc2N1C(=S)Nc1ccccc1 (configuration not stated)
  A: 92	B: x	C: 88	D: 90	E: 86	F: 95	G: 90	H: 96

C/C=C1/CN2CCc3c([nH]c4ccccc34)C2CC1C(Cc1c[n+]2c(c3[nH]c4ccccc4c13)CC1C(C(=O)OC)=COC(C)C1C2)C(=O)OC (configuration not stated)
  A: x	B: 95	C: 88	D: 103	E: 95	F: 99	G: 94	H: 94

O=C1c2ccc3c4c(ccc(c24)C(=O)N1CCNCc1ccccc1Cl)C(=O)N(CCNCc1ccccc1Cl)C3=O
  A: 78	B: 100	C: 108	D: 107	E: 82	F: 98	G: 106	H: 104

Cc1cc(C)c2c(c1)N(C)c1ncnc(Cl)c1CC2C (configuration not stated)
  A: 86	B: 77	C: 100	D: 77	E: 79	F: 90	G: 84	H: 86

Cc1nn(-c2ccccc2)nc1C(=O)NCC1CC1
  A: 99	B: x	C: x	D: 103	E: 102	F: 103	G: 102	H: x

C#Cc1nc(/C=C/C(=O)c2nccn2C)cs1
  A: -22*	B: -71*	C: -59*	D: -84*	E: -40*	F: x	G: -45*	H: -4.0*

CC12CCC(C(=O)CC1=O)C2(C)C (configuration not stated)
  A: 97&103	B: 95&102	C: 98	D: 106&102	E: 94&101	F: 101&102	G: 110	H: 103&101

COc1cc(-c2nc3cc4nc5ccccc5[nH]c4cc3n2)ccc1O
  A: 34	B: 48	C: 92	D: 77	E: 54	F: 104	G: 72	H: 63

COc1ccc2c(c1)c(-c1noc(C(=O)c3cn(C)c4ccc(Br)cc34)n1)cn2C
  A: 100	B: 108	C: 114	D: 93	E: 95	F: 97	G: 94	H: 85

CN(C)c1cc2c3ccccc3n(C)c2cc1N
  A: 89	B: 69	C: 54	D: 93	E: x	F: 111	G: 89	H: 79

COc1cc(CCC[P+](c2ccccc2)(c2ccccc2)c2ccccc2)cc2c1OCO2
  A: 41	B: 25	C: 28	D: -3.9*	E: 9.7*	F: 31	G: 92	H: 73

# Compound profiles, as listed above. Values in the order: CCRF-CEM | HOP-92 | EKVX | UACC-62 | RPMI-8226 | M14 | HOP-62 | A549/ATCC
# CC[C@H](C)OC(=O)c1nn(C(C)=O)c2ccccc12 is entered as 113 | 116 | 95 | 95 | 117 | 114 | 110 | 101
# C=CCN1C=CC(=O)[C@H](O)[C@@H]1/C=C/c1ccccc1 is entered as 115[100 µM] | 84[100 µM] | 88[100 µM] | 87[100 µM] | 100[100 µM] | 110[100 µM] | 88[100 µM] | 102[100 µM]
# COc1cc2oc(-c3cccc(NC(=O)Nc4ccccc4Br)c3)cc(=O)c2c(OC)c1OC is entered as x | 93 | 104 | 93 | 63 | 100 | 90 | 87
# CC1CC(=O)Nc2ccccc2N1C(=S)Nc1ccccc1 (configuration not stated) is entered as 92 | x | 88 | 90 | 86 | 95 | 90 | 96
# C#C[C@]1(O)CC[C@H]2[C@@H]3CC=C4c5sc(Nc6cccc(Cl)n6)nc5CC[C@]4(C)[C@H]3CC[C@@]21C is entered as 5.1* | -5.6* | 1.9* | -14* | -23* | -23* | -8.4* | 19

# (more compounds)
# Key to letters: A = CCRF-CEM; B = HOP-92; C = EKVX; D = UACC-62; E = RPMI-8226; F = M14; G = HOP-62; H = A549/ATCC
O=Cc1cc2ccccc2nc1Nc1nccs1
  A: 47	B: 81	C: 99	D: 85	E: 64	F: 101	G: 62	H: 97

Clc1cccc(Nc2nc(Nc3cnc4ccccc4c3)c3[nH]cnc3n2)c1
  A: 85	B: 7.6*	C: 41	D: 48	E: 78	F: 88	G: 60	H: 74

O[C@H]1CO[C@H]2[C@@H]1OC[C@@H]2Oc1ccc(Nc2ncnc3ccsc23)cc1Cl
  A: 104	B: 68	C: 89	D: 91	E: x	F: 93	G: 102	H: 101

OC1(c2ccccc2)C(c2ccccc2)=C(c2ccccc2)c2ccccc21 (configuration not stated)
  A: 60	B: x	C: 49	D: 58	E: 55	F: 40	G: 81	H: 57

CC(=O)CC(=O)NC1CCCC1
  A: 99	B: 86	C: 95	D: 101	E: 104	F: 101	G: 102	H: 97

O=C(Cc1ccc(Cl)nc1)Nc1cc(NCc2cccnc2)c([N+](=O)[O-])cc1Cl
  A: 104	B: 85	C: 105	D: 87	E: x	F: 96	G: 83	H: 103

O=C(COc1cccc(-c2nc3sccn3c2-c2ccccc2)c1)c1ccccc1
  A: 88	B: 69	C: 91	D: 66	E: 66	F: 88	G: 96	H: 82

COc1cc(NCCN(C(C)C)C(C)C)c2ncccc2c1
  A: 96	B: 71	C: 96	D: 87	E: 94	F: 91	G: 95	H: 98

COC(=O)c1ccc([N+](=O)[O-])c(C)c1
  A: 4.6*	B: 90	C: 109	D: 107	E: 81	F: 94	G: 98	H: 107

COc1cc(OC)cc(C(=O)O)c1
  A: 101	B: x	C: 100	D: 101	E: 85	F: 88	G: 91	H: 99

# Single values from above:
# O=C1c2ccc3c4c(ccc(c24)C(=O)N1CCNCc1ccccc1Cl)C(=O)N(CCNCc1ccccc1Cl)C3=O – A549/ATCC = 104
# C/C=C1/CN2CCc3c([nH]c4ccccc34)C2CC1C(Cc1c[n+]2c(c3[nH]c4ccccc4c13)CC1C(C(=O)OC)=COC(C)C1C2)C(=O)OC (configuration not stated) – EKVX = 88

# The listing continues:
# Key to letters: A = CCRF-CEM; B = HOP-92; C = EKVX; D = UACC-62; E = RPMI-8226; F = M14; G = HOP-62; H = A549/ATCC
C=CCOC(=O)CC
  A: 108	B: 96	C: 100	D: 96	E: 107	F: 107	G: 98	H: 107

OC(Cn1nnc2ccccc21)Cn1c2ccc(Br)cc2c2cc(Br)ccc21 (configuration not stated)
  A: 102	B: 97	C: x	D: 104	E: 102	F: 108	G: 103	H: 105

Cn1c(N)c(C(=O)/C=C/c2ccccc2)c(=O)n(C)c1=O
  A: 96	B: 91	C: x	D: 95	E: 105	F: 113	G: 103	H: 97

CCCCc1ccc(C(N)=O)nc1
  A: 92	B: 63	C: 100	D: 93	E: 89	F: 100	G: 99	H: x

CSc1nc(N)c(N=Nc2ccc(S(=O)(=O)Nc3nccs3)cc2)c(=O)[nH]1
  A: 99	B: x	C: x	D: 109	E: 97	F: 105	G: 91	H: 108

COc1cc2c(nn1)CCCC2
  A: 105	B: 102	C: 102	D: 96	E: 107	F: 103	G: 100	H: 107

C/C(=N\O)[C@H]1C[C@]23CC[C@]4(C)[C@H](CC[C@@H]5[C@@]6(C)CC/C(=N/O)C(C)(C)[C@@H]6CC[C@]54C)[C@H]2[C@H](C)C1(C)OC3
  A: 101	B: 106	C: 71	D: 90	E: 124	F: 105	G: 88	H: 95
